Source: PubChem BioAssay
TcdB inh – inhibitors of Clostridioides difficile toxin B glycohydrolase; P18177; inhibition, % at 9.99 µM; AID 652162; actives 0.24% (n = 350,000); TcdB glycohydrolase enzymatic assay, plate reader; in the data active means inhibition above about 10%
PrPC TRFRET – reduces human prion protein on the cell surface. P04156. inhibition, % at 13.8 µM. cell surface PrPC, TR-FRET read-out. actives 0.43% (n = 370,000); in the data active means inhibition above about 24%; further: 0% = median of the test wells and 100% = reference compound wells
DUSP3 inh – DUSP3 (human) phosphatase inhibition; actives 0.52% (n = 290,000); P51452; AID 1654; recombinant VHR phosphatase, pNPP absorbance; inhibition, % at 13.3 µM; in the data active means inhibition above about 50%; further: some compounds called inactive have numbers as strong as hits
Target sequence (P51452 whole entry, looked up): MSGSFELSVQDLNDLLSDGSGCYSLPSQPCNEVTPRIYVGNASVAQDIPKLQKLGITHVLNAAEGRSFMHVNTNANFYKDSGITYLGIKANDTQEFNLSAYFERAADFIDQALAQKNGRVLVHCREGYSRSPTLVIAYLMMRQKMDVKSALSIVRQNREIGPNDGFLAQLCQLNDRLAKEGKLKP
BH1578 lux ind – inducers of Vibrio cholerae quorum light production without autoinducers; V. cholerae BH1578 lux reporter, luminescence, 6 h; activation, % at 18.7 µM; actives 0.16% (n = 350,000); in the data active means activation mostly above about 9.7%, no sharp cut-off; further: not every result past the cut was called active; inactives centre near 0; reference of the scale not given here
PriA SSB inh – blocks PriA binding to SSB C-terminal tail | AlphaScreen SSBct-PriA binding, biotinylated peptide | inhibition, % at 33 µM | actives 0.6% (n = 430,000) | AID 1272365; in the data active means inhibition mostly above about 37%, no sharp cut-off; inactive means mostly below about 20%;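 further: plate controls were negative control peptide for no effect and reference peptide for full effect; strong numbers were not always called active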
MazF activator – increases E. coli MazEF RNase cleavage of RNA | FAM/BHQ RNA-DNA oligo cleavage fluorescence, 5 h | P0AE70 | actives 0.32% (n = 350,000) | activation, % at 20 µM; in the data active means activation above about 50%
Target sequence (P0AE70 whole entry, looked up): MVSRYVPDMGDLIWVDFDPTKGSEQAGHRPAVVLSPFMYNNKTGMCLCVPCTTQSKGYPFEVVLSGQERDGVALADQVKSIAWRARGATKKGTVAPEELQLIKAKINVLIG
CCHFV vOTU inh – blocks the CCHF virus ovarian tumor domain protease | CCHFV vOTU protease, Pep-AMC fluorescence | inhibition, % at 11.5 µM | actives 0.55% (n = 370,000); in the data active means inhibition above about 30%; further: 0% = vehicle wells with enzyme and 100% = no enzyme wells
Yp Topo-I inh – inhibitors of Yersinia pestis topoisomerase I | activity, % at 10 µM | AID 504884 | actives 0.064% (n = 360,000) | Y. pestis Topo-I cleavage product accumulation, plate reader; in the data active means activity above about 50%, passing the limit was not always enough; further: inactives centre near 2
Rv3671c inh – inhibits the M. tuberculosis serine protease Rv3671c. inhibition, % at 5.96 µM. P9WHR9. actives 0.048% (n = 320,000); in the data active means inhibition above about 38%;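 further: extracellular domain of Rv3671c used as enzyme; 0% = enzyme with DMSO and 100% = no enzyme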
Target sequence (P9WHR9 whole entry, looked up, the tested form may be a part): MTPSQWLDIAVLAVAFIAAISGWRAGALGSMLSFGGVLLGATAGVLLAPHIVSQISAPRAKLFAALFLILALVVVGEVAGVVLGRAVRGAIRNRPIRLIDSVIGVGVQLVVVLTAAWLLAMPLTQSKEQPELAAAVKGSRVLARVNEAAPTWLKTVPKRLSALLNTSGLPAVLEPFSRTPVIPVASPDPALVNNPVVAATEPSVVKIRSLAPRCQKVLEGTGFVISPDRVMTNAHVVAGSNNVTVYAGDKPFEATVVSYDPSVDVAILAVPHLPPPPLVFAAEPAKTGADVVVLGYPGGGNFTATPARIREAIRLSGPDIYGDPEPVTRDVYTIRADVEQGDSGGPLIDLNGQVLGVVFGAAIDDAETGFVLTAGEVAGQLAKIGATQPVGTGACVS
SARS 3CLpro inh – SARS-CoV 3CLpro protease inhibition; recombinant SARS-CoV 3CLpro, quenched FRET peptide cleavage; inhibition, % at 6 µM; AID 1706; actives 0.14% (n = 290,000); P0C6X7; in the data active means inhibition above about 12%
* marks the source's active call; other numbers are inactive results; i = inactive; · = no result given. An excerpt; count on the stated rates, not on these rows.

SMILES	TcdB inh	PrPC TRFRET	DUSP3 inh	BH1578 lux ind	PriA SSB inh	MazF activator	CCHFV vOTU inh	Yp Topo-I inh	Rv3671c inh	SARS 3CLpro inh
CCN(CC(=O)Nc1c(F)cccc1F)C(=O)Cc1ccc2c(c1)CCC2	-0.2	8	·	-0.7	-14	1	2	0	0	·
COc1ccc(-c2cn(-c3ccccc3)nc2C(=O)O)cc1OC	0.3	0	31	i	-2	-2	-12	4	-3	-1
CC(C)c1nnc(NC(=O)C2CCN(C(=O)Nc3ccccc3)CC2)s1	1.1	-1	-3	-0.8	3	-1	8	-1	-2	2
Cc1ccc(S(=O)(=O)N2CCOCC2)cc1C(=O)NC1CCSc2ccccc21 (configuration not stated)	-2.6	8	20	-0.4	-23	2	17	15	-2	-2
CCOc1ccc(N2C(=O)CC(NCC#N)C2=O)cc1 (configuration not stated)	0.3	4	34	-0.5	-8	0	-7	2	5	3
O=C(COc1ccc2ccccc2c1Br)N1CCOCC1	·	4	0	i	-14	-6	1	2	-7	-5
Cc1cccc2cc(CNCc3ccccc3)c(Cl)nc12	-5.2	0	6	-0.9	-35	1	1	9	3	1
COc1ccc(CCNC(=O)c2ccc(CNc3c(N4CCOCC4)c(=O)c3=O)cc2)cc1OC	·	4	-4	i	-10	4	-1	0	4	2
Cc1ccc(-c2csc3ncnc(N4CCN(S(=O)(=O)c5cccs5)CC4)c23)cc1	·	·	·	-0.8	8	-15	·	29	2	·
O=C(NCc1ccc2c(c1)OCO2)c1ccc(Cl)c(S(=O)(=O)N2CCOCC2)c1	0.3	10	27	-0.2	-1	13	-9	-10	0	6
O=[N+]([O-])c1cc(S(=O)(=O)N2CCCCC2)ccc1NCCCN1CCOCC1	1.3	-5	17	-1.4	0	3	10	9	-3	2
COC(=O)c1ccc(OC)c(Cn2c(=O)n(C)c(=O)c3ccccc32)c1	1.1	-3	23	i	-22	-20	-4	4	-4	-6

Sorted by number of heavy atoms (descending): four of the compounds above
SMILES	TcdB inh	PrPC TRFRET	DUSP3 inh	BH1578 lux ind	PriA SSB inh	MazF activator	CCHFV vOTU inh	Yp Topo-I inh	Rv3671c inh	SARS 3CLpro inh
CCN(CC(=O)Nc1c(F)cccc1F)C(=O)Cc1ccc2c(c1)CCC2	-0.2	8	·	-0.7	-14	1	2	0	0	·
COC(=O)c1ccc(OC)c(Cn2c(=O)n(C)c(=O)c3ccccc32)c1	1.1	-3	23	i	-22	-20	-4	4	-4	-6
COc1ccc(-c2cn(-c3ccccc3)nc2C(=O)O)cc1OC	0.3	0	31	i	-2	-2	-12	4	-3	-1
O=C(COc1ccc2ccccc2c1Br)N1CCOCC1	·	4	0	i	-14	-6	1	2	-7	-5

Returning to the listing, repeating the 2 entries before the break.
SMILES	TcdB inh	PrPC TRFRET	DUSP3 inh	BH1578 lux ind	PriA SSB inh	MazF activator	CCHFV vOTU inh	Yp Topo-I inh	Rv3671c inh	SARS 3CLpro inh
O=[N+]([O-])c1cc(S(=O)(=O)N2CCCCC2)ccc1NCCCN1CCOCC1	1.3	-5	17	-1.4	0	3	10	9	-3	2
COC(=O)c1ccc(OC)c(Cn2c(=O)n(C)c(=O)c3ccccc32)c1	1.1	-3	23	i	-22	-20	-4	4	-4	-6
COC(=O)c1cccc(CN2C(=O)SC(Nc3ccccc3)C2=O)c1 (configuration not stated)	1.2	6	-19	-0.3	-13	0	1	1	6	-1
CN1CCC(OC(=O)c2cc3cc(Cl)cc(Cl)c3oc2=O)CC1	0.6	5	-28	i	4	32	18	-1	-4	-8
CCOC(=O)CSc1nnc(NC(=O)c2cccc(S(=O)(=O)N3CCCCCC3)c2)s1	·	-7	19	-0.3	-1	3	-11	1	-3	5
O=C(CN1C(=O)CN=C(c2ccccc2Cl)c2cc(Cl)ccc21)NCc1ccco1	·	8	13	-8.3	9	0	16	13	-11	0
COc1ccccc1/C=N/NC(=O)CCn1cnc2ccccc21	1.6	2	28	-0.8	·	-9	9	-8	8	3
O=C(NCc1ccncc1)C1CCCN(S(=O)(=O)c2cc(Cl)ccc2Cl)C1 (configuration not stated)	1.6	5	·	i	2	0	-2	7	3	·
CN(Cc1ccccc1)S(=O)(=O)c1ccc(NC(=S)NC(=O)C2CCCC2)cc1	4.8	7	-2	-0.3	-5	2	-13	6	-29	5
C[C@@H]1CCC[C@H](C)N1NC(=O)c1ccc(Cl)c(S(N)(=O)=O)c1	0.2	2	16	i	-4	2	3	-5	1	1
C/C(=C\C(=S)Nc1ccccc1)Nc1ccccc1	0.1	3	15	-3.6	22	-7	-12	-6	-5	-2
O=C(NCCCn1ccnc1)c1ccc(Br)c(S(=O)(=O)N2CCOCC2)c1	·	-1	19	-0.2	11	6	-3	-11	-3	0
CCCCCCCN1N=C(C)C(C(=O)c2ccccc2)C1=O (configuration not stated)	·	-4	-10	i	-11	10	15	2	4	-2
CCCCOCCCn1cnc2c([nH]c3cc(OC)ccc32)c1=O	·	7	29	-0.5	-7	12	13	-3	-6	0
COc1cccc(C(=O)Nc2cccc(OCC(=O)c3ccccc3)c2)c1	0.7	3	24	1.4	-12	-10	6	2	-13	-2
COc1ccccc1Nc1nnc(SCC(=O)Nc2nc(-c3ccc(F)cc3)cs2)s1	0.6	-2	-14	-0.3	-17	0	6	-10	-17	1
Nc1cccc(C(=O)OCC(=O)Nc2cccc3c2C(=O)c2ccccc2C3=O)c1	·	-2	8	-0.3	0	-8	-8	-8	-7	3
CN(Cc1c(O)ccc2c1oc(=O)c1ccccc12)C1CCCCC1	·	5	8	i	-17	5	18	8	0	2
O=[N+]([O-])c1ccc2nc(-c3ccccn3)[nH]c2c1	1.7	1	-20	i	-5	5	-4	-3	4	0
COc1ccccc1N1CCN(C(=O)CCc2nnc3ccc(N4CCOCC4)nn23)CC1	1.7	-2	-12	1.1	-1	7	-6	1	2	1
CCCCNC(=O)C1(C)CCCCN1C(=O)c1cc(C#N)cs1 (configuration not stated)	1.1	-8	·	0.3	·	·	-2	3	·	·
CC(C)c1ccc(-n2c(-c3ccccc3)c[n+]3c2CCc2ccccc2-3)cc1	0.6	41*	22	-0.3	-1	18	2	14	·	-1
CCCCN1C(=O)C(CC(=O)NCc2cccs2)CC(C(=O)N2CCOCC2)=C1C (configuration not stated)	0.4	-6	·	-0.3	·	-3	-10	0	·	·
CCc1nc(N2CCCC2)c(C#N)c2c1CCCC2	·	2	5	i	-11	2	5	8	8	3
Cc1[nH]nc2cn[nH]c12	·	0	6	i	2	-9	-7	0	-3	0
COCCCNc1nccn2ccnc12	0.5	0	·	0.3	·	·	2	6	·	·
O=C(NCC(c1ccco1)N1CCOCC1)c1c(F)cccc1F (configuration not stated)	2.1	9	·	i	-7	-8	-1	5	8	·
Cc1onc(-c2ccccc2)c1C(=O)Nc1ccc(N2CCOCC2)cc1	·	-6	34	-0.3	-22	-6	-23	1	-7	4
Cc1ccccc1NS(=O)(=O)c1ccc(OCC(=O)N2CCCC2)cc1	·	-3	-6	i	-22	-5	9	-10	-3	-1
CC(C)[C@]12CC(=O)[C@H](C)[C@H]1C2	0.6	4	·	-0.4	-10	7	-2	3	-1	·
CC1CCCC(C)N1C(=O)CSc1nnnn1Cc1ccccc1 (configuration not stated)	·	1	32	-7.7	8	2	10	5	8	1
O=C1CCCN1CCCNc1ncnc2sccc12	2.1	1	-4	-0.3	-9	8	-6	2	-10	-2
CN(C)S(=O)(=O)Nc1ccc(C(=O)O)cc1	·	-6	48	5.3	-6	2	-6	-5	-7	0
Nc1ccc2c(c1)C(=O)c1ccc(Br)cc1-2	1.4	2	·	i	2	6	0	-21	·	·
COc1ccc2c(c1)c(C(=O)N/N=C/c1ccc(Cl)cc1)c(C)n2C	2.2	-4	0	1.1	i	3	-3	3	3	-2
COc1ccc(NC(=O)NNC(=O)C(O)(c2ccccc2)c2ccccc2)cc1	-1.7	8	14	i	-5	-2	0	0	2	3
CN1CCN(CCCNC(=O)CCCOc2cc(=O)n(C)c3ccccc23)CC1	·	7	32	-0.4	-24	3	1	-4	1	7
COc1cccc(C(O)c2nc(-c3ccc(OC)nc3)cs2)c1 (configuration not stated)	0.7	-1	·	2.5	·	·	0	-2	·	·
COc1cc(/C=N/N=C(/N)c2nonc2N)cc(Br)c1OCc1ccccc1C	·	6	3	i	·	-2	23	-1	-12	-5
CC(NC(=O)C(C)(C)C)c1nc2ccccc2n1C (configuration not stated)	·	-12	12	i	-8	-2	-4	-2	-5	0
COC(=O)[C@@H](Cc1ccccc1)NS(=O)(=O)N[C@H](Cc1ccccc1)C(=O)OC	0.8	-4	·	i	5	4	-3	7	·	·
C=CCSc1nnc2c(n1)OC(c1cccnc1)Nc1ccccc1-2 (configuration not stated)	·	-6	8	i	-8	0	-1	5	5	2
Cc1cccc(C)c1OCC(=O)NCc1nnc(SCC(=O)NC2CCCCC2C)n1C (configuration not stated)	·	-6	-4	i	4	-1	-13	11	4	-7
Cc1ccc(N2CCN(S(=O)(=O)c3nnc(NC(=O)c4ccccc4)s3)CC2)cc1	-0.6	-3	25	-0.2	2	-5	-3	0	-5	-2
OCC12CO[C@@H]3c4ccccc4[C@H](OC1)N32 (some centres not stated)	·	5	17	-0.6	-15	0	18	0	-7	1
CC(Nc1n[nH]c(=O)[nH]c1=O)C(=O)N/N=C/c1cccs1 (configuration not stated)	0.2	-4	-8	i	·	-2	-5	-4	-2	0
Cc1c(NC(=O)CCC2CCCCC2)c(=O)n(-c2ccccc2)n1C	0.2	-8	1	3.3	3	0	9	3	3	-3
Cc1ccc(C(=O)c2coc3ccc(O)c(CN(C)C)c23)cc1	0.6	-5	1	-0.6	-13	23	-7	3	-6	3
COc1ccccc1C(=O)C1CCCN(C(=O)c2ccccc2Cl)C1 (configuration not stated)	-0.3	-2	2	12	-8	5	9	6	7	-1
O=C(Nc1cccc(Cl)c1)C1CCCN(S(=O)(=O)c2ccc(F)cc2)C1 (configuration not stated)	·	12	24	-0.2	-11	-1	-1	6	-5	3
Cc1cc(Cl)c2oc(C(=O)N3CCC(O)(c4ccccc4)CC3)c(C)c2c1	1.7	11	-52	-0.3	-9	8	-3	38	-4	1
CN(C)/C=C(\C#N)S(=O)(=O)C(C)(C)C	-0.1	-7	24	-0.2	-9	-6	-6	1	4	4
CC(=O)NCc1ccc(S(=O)(=O)NC(C(=O)O)C(C)C)cc1 (configuration not stated)	0.6	-3	10	i	-5	1	-13	-1	-5	-4
O=C(O)c1cccc2c(-c3ccccc3)c(-c3ccccc3)[nH]c12	-2.0	-4	0	-0.4	0	-9	28	-5	13	11
O=C(C[C@H]1C(=O)N(c2ccccc2)C[C@@H]1Cc1ccccc1)Nc1ccccc1	0.9	-7	·	-0.4	·	4	0	8	·	·
COc1ccc(C2C(C(C)=O)=C(O)C(=O)N2Cc2ccccc2)c(OC)c1 (configuration not stated)	1.6	-2	-22	i	-9	3	2	-1	-12	-3
CC1(C(=O)NCc2ccc3c(c2)OCO3)CCN1C(=O)Cc1ccc(Cl)cc1Cl (configuration not stated)	-1.3	1	·	i	·	·	-7	2	·	·
c1ccc2c(c1)CCN2CCN1CCc2ccccc21	·	-7	10	-0.4	23	19	9	-18	4	1
O=C(Cc1cccc(NC(=O)C2CCN(C(=O)CCc3ccccc3)CC2)c1)Nc1cccc(C(=O)N2CCCC2)c1	-0.4	-2	·	-0.9	-38	7	0	24	-1	·
CCn1c(CN(C)c2ccccc2)nc2ccccc21	-0.3	4	-6	-0.6	-7	-1	-9	2	4	-4
COc1ccc(C(=O)Nc2ccc(C)cn2)c(OC)c1	·	2	-5	-2.4	-11	18	0	8	-4	-4
CCc1ccc(C(C)NC(=O)/C=C/c2ccc(Br)cc2)cc1 (configuration not stated)	·	-4	7	-4.2	57	1	-6	-3	0	2
Cc1nc(SC2CCOC2=O)c2c(C)c(C)sc2n1 (configuration not stated)	·	98*	22	0.1	0	0	3	2	1	0
Cc1ccc(N2CCN(/N=C/c3ccccc3[N+](=O)[O-])CC2)cc1	0.0	-3	-6	-0.2	·	-3	-8	-7	0	0
Cc1cc(NC(=O)c2ccc(Br)o2)ccc1NC(=O)c1ccco1	1.8	1	21	-0.6	-8	8	-10	-4	0	-2
